VP16 counter = Gal4-VP16 reporter inhibition counter-screen | 3.5% of 310,000 active | AID 2546 | Potency, µM (titrated, usually from 53.6 µM), for the others: top-dose activity, negative = inhibition, usual class: inhibitors | Drosophila S2 Gal4-VP16 UAS-luciferase, luminescence, 20 h;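 also: Gal4-VP16 expression switched on by copper sulfate through the metallothionein promoter; % is scaled to controls: 0 for no effect and ±100 for the full control effect; nearly all actives have a fitted effect of over 50% in size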
RORgamma inh = ROR gamma (mouse) transcription inhibition. 5.4% of 310,000 active. Drosophila S2 Gal4-RORgamma UAS-luciferase reporter, 20 h. Potency, µM (doses to about 53.6 µM), for inactives: top-dose activity change, negative = inhibition, actives largely listed as inhibitors. AID 2551; also: % is scaled to controls: 0 for no effect and ±100 for the full control effect; nearly all actives have a fitted effect of over 60% in size
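In this cell-based reporter format, copper sulfate (700 uM final) drives Gal4–ROR gamma fusion expression from a metallothionein promoter in Drosophila Schneider cells; compounds preincubated 1 hr, reporter read after 20 hr at ambient temperature.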
MLL CXXC-DNA inh = inhibitors of human MLL CXXC domain-DNA interaction; 0.037% of 290,000 active; Q03164; MLL-CXXC / FITC-HOXA9 DNA fluorescence polarization; Potency, µM (series often up to 115 µM), for inactives: at the highest dose activity change, negative = inhibition, actives largely listed as inhibitors; active = well fitted inhibition curve with a large enough effect in the polarisation, with a control signal flat, not every such curve was filed as active; inconclusive = small, poorly fitted or top-dose-only effect, or effect the other way, or a change in a side signal; inactive = no such curve, though single readings can be large or run the other way; the % refers to the polarisation
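Purified MLL-CXXC (added from a 7 uM solution) was preincubated 5 min at ambient with pinned compounds in 50 mM Tris-HCl pH 7.5, 50 mM NaCl, 1 mM DTT, 0.05% BSA. Fluorescein-labeled HOX-A9 DNA (50 nM solution) followed, 30 min, then polarization read.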
Rab9 prom act = Rab9 promoter activation | Potency, µM (doses to about 9.22 µM), for the others: at the highest dose activation, negative = inhibition, most hits filed as activators | 2.8% of 320,000 active | Huh7 Rab9 promoter-luciferase reporter, luminescence, 24 h; also: % of control where 0% means no effect; nearly all actives have a fitted effect of over 60% in size
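Cells were plated at 1500 per well in reduced-serum medium with 10% FBS and left 2 h. Compound in DMSO was then added for 24 h at 37 °C. Reporter signal was read by luminescence after 10 min with luciferase detection reagent.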
uPA generation = blocks generation of uPA at the cell surface. 0.31% of 330,000 active. Potency, µM (highest dose often 38.3 µM), for inactives: at the highest dose activity change, negative = inhibition, usual class: inhibitors. cell surface uPA generation assay, qHTS. AID 540303; active = well fitted inhibition curve with a large enough effect; inconclusive = small, poorly fitted or top-dose-only effect; inactive = no such curve, though single readings can be large or run the other way; tested in mouse RAW 264.7 cells; also: % is scaled to controls: 0 for no effect and ±100 for the full control effect; nearly all actives have a fitted effect of over 55% in size
NPC1 prom act = activators of NPC1 promoter. Huh7 NPC1 promoter luciferase reporter, 24 h. Potency, µM (top dose mostly 9.22 µM), for inactives: at the top dose activation, usual class: activators. 2.4% of 320,000 active. AID 485313;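 also: % of control where 0% means no effect; nearly all actives have a fitted effect of over 60% in size; reporter is driven by a mutant NPC1 promoter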
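Quantitative HTS used a cell-based reporter: Huh7 cells stably bearing the NPC1 promoter upstream of luciferase were treated with compounds for 24 h, and promoter activation was read as luminescence.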
BRCA1 expr up = activators of BRCA1 expression; Potency, µM (top dose mostly 46.1 µM), for inactives: top-dose activation, actives largely listed as activators; AID 624202; 1.1% of 380,000 active; MCF7-BRCA1-FFLuc reporter, luminescence, 48 h; response scale: scaled: vehicle 0%, 10 µM genistein 100%; also: nearly all actives have a fitted effect of over 80% in size; some results filed as inactive show a strong effect at the top dose
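MCF7 cells carrying a BRCA1-firefly luciferase reporter (2000 cells/well, phenol-red free MEM) were attached for 2 h at 37 °C, then given compounds for 48 h. Luminescence was read 15 min after luciferase reagent; activity normalized to genistein (10 microM) and DMSO.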
MBNL1-CUG inh = blocks human MBNL1 binding to CUG repeat RNA; Q9NR56; TR-FRET MBNL1-His/biotin-(CUG)12 binding, 665/545 ratio; Potency, µM (top dose mostly 57.5 µM), inactives show top-dose activity change, negative = inhibition, actives largely listed as inhibitors; 0.036% of 280,000 active; active = well fitted inhibition curve with a large enough effect in the signal ratio, with a control signal flat, not every such curve was filed as active; inconclusive = small, poorly fitted or top-dose-only effect, or effect the other way, or a change in a side signal; inactive = no such curve, though single readings can be large or run the other way; the % refers to the signal ratio; also: % is scaled to controls: 0 for no effect and ±100 for the full control effect
Target sequence (Q9NR56 whole entry, looked up): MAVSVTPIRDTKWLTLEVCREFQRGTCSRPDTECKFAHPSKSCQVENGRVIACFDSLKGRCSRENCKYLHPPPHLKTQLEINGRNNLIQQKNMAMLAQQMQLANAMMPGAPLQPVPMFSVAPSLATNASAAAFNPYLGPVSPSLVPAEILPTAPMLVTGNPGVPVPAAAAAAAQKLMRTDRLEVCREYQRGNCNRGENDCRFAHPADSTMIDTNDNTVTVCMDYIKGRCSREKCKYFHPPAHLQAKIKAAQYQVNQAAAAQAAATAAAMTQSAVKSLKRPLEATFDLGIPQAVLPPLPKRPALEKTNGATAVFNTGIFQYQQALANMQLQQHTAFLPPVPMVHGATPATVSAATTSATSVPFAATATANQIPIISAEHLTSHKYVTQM
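TR-FRET between His-tagged MBNL1 and biotin-(CUG)12 RNA, detected with Tb anti-His antibody (0.055 ng/ul) and streptavidin-XL665 (5 nM), 60 min at room temperature. Compounds titrated 92 nM to 58 uM; 665/545 nm ratio normalized to buffer and complex controls.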
ELG1 genotox = genotoxicity induction in ELG1-luciferase HEK293T cells; AID 504466; 1.3% of 330,000 active; Potency, µM (titrated, usually from 46 µM), inactives show at the top dose activity change, positive = activation, usual class: activators; HEK293T ELG1-luciferase reporter, luminescence, 16 h; also: % of control where 0% means no effect; nearly all actives have a fitted effect of over 60% in size
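Cells (2,000/well) expressing the ELG1-luciferase fusion are dosed by pin tool and kept 16 hr at 37 °C, 5% CO2. Signal comes from ONE-Glo luciferase reagent after 30 min at room temperature.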
FLuc modulator = inhibits or activates purified firefly luciferase, miR-21 counter-screen; P08659; purified FLuc, Km substrates, luminescence inhibition; Potency, µM (titrated, usually from 57.5 µM), without a hit: at the highest dose activity change, negative = inhibition, usual class: inhibitors; 6.9% of 360,000 active; AID 588342;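 also: plate controls were vehicle for no effect and reference inhibitor for full effect; nearly all actives have a fitted effect of over 55% in size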
Target sequence (P08659 whole entry, looked up): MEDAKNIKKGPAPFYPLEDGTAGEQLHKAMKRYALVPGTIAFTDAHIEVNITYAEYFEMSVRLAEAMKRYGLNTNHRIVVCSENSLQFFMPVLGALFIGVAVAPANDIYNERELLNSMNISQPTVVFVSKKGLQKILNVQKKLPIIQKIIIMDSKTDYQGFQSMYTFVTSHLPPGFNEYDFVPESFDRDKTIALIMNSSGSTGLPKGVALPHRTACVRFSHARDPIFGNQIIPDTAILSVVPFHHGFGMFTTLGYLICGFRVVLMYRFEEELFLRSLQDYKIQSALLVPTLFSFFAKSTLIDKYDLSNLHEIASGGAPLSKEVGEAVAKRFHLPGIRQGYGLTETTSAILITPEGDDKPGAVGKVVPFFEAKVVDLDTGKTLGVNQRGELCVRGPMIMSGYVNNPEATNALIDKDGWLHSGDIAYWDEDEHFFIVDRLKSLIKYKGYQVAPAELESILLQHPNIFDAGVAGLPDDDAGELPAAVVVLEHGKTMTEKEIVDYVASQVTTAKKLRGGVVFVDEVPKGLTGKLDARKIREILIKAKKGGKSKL
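Purified P. pyralis luciferase (10nM final) with 10uM D-luciferin and 10uM ATP (Km levels) in 50mM Tris acetate pH 7.5, 10mM Mg acetate, 0.01% Tween-20, 0.05% BSA; qHTS 6-point titration, ~60 µM downward; luminescence read.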
p53 reactivation = mutant p53 re-activation in reporter cells; 0.063% of 320,000 active; H1299 p53-A138V BP100-luciferase reporter, luminescence, 24 h; Potency, µM (highest dose often 92.2 µM), for the others: at the highest dose activity change, positive = activation, actives largely listed as activators; also: % of control where 0% means no effect; nearly all actives have a fitted effect of over 45% in size
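p53-null H1299 cells stably carrying temperature-sensitive p53-A138V and a BP100-luciferase reporter were pinned with compounds (4-point, 1:5 series) and held 24 hrs at 37 deg C. Luminescence was read 10 min after detection reagent.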
The depositor's hits bear a star; ? = inconclusive; . = not tested or not shown; [ ] = another dose, or the depositor's remark. Unless noted, calls follow the shape of the dose curve; as a rule, active = well fitted curve in the direction sought with a large enough effect; inconclusive = small, poorly fitted or top-dose-only effect, or another doubt; inactive = no such curve, though single readings can be large; an effect the other way counts as inactive or inconclusive. Potency is read from the fitted curve at half-maximal effect. A portion of the library; count on the stated rates, not on these rows.

SMILES	VP16 counter	RORgamma inh	MLL CXXC-DNA inh	Rab9 prom act	uPA generation	NPC1 prom act	BRCA1 expr up	MBNL1-CUG inh	ELG1 genotox	FLuc modulator	p53 reactivation
COc1ccc(C2c3ccc4ccccc4c3Oc3ncn(CCCO)c(=N)c32)cc1OC (configuration not stated)	-21%	-20%	28%	-11%	-5%	2%	-9%	-6%	15%	7%	-2%
Cc1cc(Br)cc2c(C(=O)Nc3c(C)n(C)n(-c4ccccc4)c3=O)cc(-c3cccs3)nc12	2%[0.365 µM]	?	35%[activator]	-9%	?	-5%	-54%	-3%	-16%	-2%	7%
CCOc1ccc(CN2CCN(Cc3cccn3-c3ncccn3)CC2CCO)cc1 (configuration not stated)	-6%	31%	-6%	-1%	-2%	-5%	-2%	4%	1%	-1%	-2%
COc1cccc(C2CCCN2Cc2nc(-c3cnccn3)no2)c1 (configuration not stated)	-11%	14%	-2%	-7%	6%	0%	-5%	-1%	0%	0%	0%
C/C(=N/NC(=O)CNC(=O)CCc1ccccc1)c1ccc(Cl)cc1	-12%	32%	-6%	-8%	0%	-4%	3%	0%	1%	3%	7%
COc1ccc(NC(=O)CSc2nnc(NC(=O)c3ccc(S(=O)(=O)N4CCOCC4)cc3)s2)cc1	-4%	-8%	-10%	8%	-17%	13%	35%	.	?	2.7µM*	-5%
COc1ccc(CCNC(=O)C2CC3Cn4c(nc5cc(Cl)c(Cl)cc54)C3N2C)cc1 (configuration not stated)	3%	-10%	41%[activator]	-4%	4%	-2%	6%	3%	-4%	0%	-6%
C=CCn1c(=O)c2ccccc2n2c(SCC(=O)NCc3cccs3)nnc12	0%	2%	2%	0%	0%	4%	0%	-10%	-2%	-2%	2%
COc1cc(OC)cc(C(=O)NCCC(c2ccccc2)c2ccccc2)c1	12%	24%	1%	0%	2%	16%	-29%	-13%	-7%	3%	-1%
Cc1ccc(C)c(C(=O)N2CCN(c3ncccn3)CC2)c1	3%	13%	0%	0%	15%	-3%	3%	-4%	0%	-1%	1%
C=CCn1c(SCC(=O)NC(=O)NC2CCCC2)nnc1C1CCCCC1	-4%	-4%	-3%	3%	2%	-5%	-28%	-2%	-1%	7%	-11%
Cc1ccc([N+](=O)[O-])cc1N/C=C1\CCCCC1=O	-10%[10 µM]	-27%	?	?	-4%	?	?	?	?	-19%	9%
CC(=O)Nc1ccc(NC(=O)c2cc(=O)c3cc(C)cc(C)c3o2)cc1	2%	-6%	-6%	-14%	-2%	-9%	1%	-3%	0%	0%	-1%
COc1ccccc1Nc1nc(N)nc(CN2CCc3ccccc3C2)n1	?	11µM*	-3%	0%	-7%	4%	4%	17%	4%	-2%	14%
CCOC(=O)c1ccc(NC(=S)NC(=O)COc2ccccc2)cc1	?	?	-6%	-10%	-3%	-6%	-14%	6%	2%	1%	19%
CCCCCCCCCCCCCCCC[N+](C)(C)CCN(Cc1ccc(OC)cc1)c1ncccn1	?	0%[2.98 µM]	17%[51.4 µM]	-15%	?	-9%	-50%	.	-37%[inhibitor]	-3%	-17%
CCOc1ccc(N(C)S(=O)(=O)c2ccc(-c3ccc(=O)[nH]n3)s2)cc1	1%	-32%	-6%	1%	1%	-4%	2%	14%	2%	1%	-2%
COc1ccc(C(=O)NCc2ccccn2)cc1	30%	-37%	-5%	-3%	2%	1%	13%	-6%	5%	0%	9%
Cc1cccc(Cn2c(NCC(C)O)nc3c2c(=O)n(C)c(=O)n3C)c1 (configuration not stated)	?	-32%	2%	-23%	-12%	-9%	-46%	-4%	-6%	6%	-13%
C/C(=N\NC(N)=O)C1CC(Cc2ccccc2)C(=O)O1 (configuration not stated)	0%	7%	1%	7%	1%	-5%	1%	0%	-9%	4%	?
C=CCn1c(COc2ccccc2)nnc1SCC(=O)NCC(=O)OCC	-8%	-36%	14%	4%	0%	-5%	0%	7%	-1%	1%	-1%
Cc1nc(SCC(=O)Nc2nnc(C(C)C)s2)n[nH]1	1%	24%	1%	0%	0%	2%	4%	0%	4%	0%	3%
O=C(NCCCN1CCOCC1)C1CCC(=O)N1CCc1ccccc1 (configuration not stated)	-1%	0%	3%	8%	3%	1%	2%	-11%	2%	1%	4%
COC(=O)c1sccc1NC(=O)Nc1cc(C)ccc1OC	7%	15%	5%	5%	-2%	-7%	-11%	-5%	-5%	-17%	-1%
CCCS(=O)(=O)N1CCCC(C(=O)NCC2CCCO2)C1 (configuration not stated)	-5%	-12%	-14%	1%	-1%	0%	14%	2%	1%	3%	-4%
CC(=O)C1=C(NC(=O)c2ccc(C(F)(F)F)cc2)C[C@@H]2[C@H]1C2(C)C	2%	-1%	-3%	-2%	0%	-2%	-26%	0%	-2%	-2%	6%
Nc1nnc(SCC(=O)NNC(=O)c2ccc([N+](=O)[O-])cc2)s1	.	.	.	?	-3%	-1%	0%	.	3%	0%	3%
CN(Cc1cn(C)nc1-c1ccc(Oc2ccccc2)cc1)Cc1cnc2ccccn12	?	10µM*	28%	-32%[inhibitor]	-3%	-10%	-33%	0%	-8%	7%	-1%
Cc1nn(Cc2c(F)c(F)c(F)c(F)c2F)c(C)c1NC(=O)c1ccc(COc2ccc(F)cc2)o1	-25%	?	3%	-9%	.	-29%	-65%	1%	-12%	1%	6%
COc1ccc(C(=O)NCc2ccncc2)cc1S(=O)(=O)N1CCOCC1	.	.	.	13%	7%	0%	-13%	.	-4%	1%	4%
O=[N+]([O-])c1cccc(-n2nnnc2CN2CCCCCC2)c1	0%	12%	1%	-3%	0%	-2%	-30%	?	0%	-1%	?
CCOc1ccc2nc(NC(=O)C3CCCN(S(=O)(=O)c4c(C)noc4C)C3)sc2c1 (configuration not stated)	-4%	0%	-1%	0%	?	4%	-19%	-13%	-6%	?	2%
CCCCCCCOC(=O)c1nc(Cl)c(Cl)c(N)c1Cl	6%	25%	4%	3%	-1%	-3%	-13%	-15%	0%	3%	12%
O=C(Oc1ccccc1N1C(=O)CCC1=O)c1ccco1	-3%	2%	102%[activator]	-4%	1%	0%	7%	1%	-1%	0%	0%
Cc1cc(C)nc(SCc2ccc3nonc3c2)n1	-6%	-1%	3%	.	14%	.	-3%	?	.	-2%	.
CC(C)(C)OC(=O)N[C@@H](Cc1ccccc1)c1nnc(SCC(=O)c2ccc(Cl)cc2)o1	-22%	-25%	7%	-8%	2%	1%	-59%	4%	0%	6%	1%
COc1ccccc1CC(=O)Nc1cccc(C(=O)Nc2nccs2)c1	-3%	-25%	-14%	-5%	2%	8%	3%	-4%	-5%	?	-1%
O/N=C\c1cccn1-c1nccs1	-4%	4%	5%	-7%	7%	8%	-4%	8%	-3%	-3%	-6%
C=CCOC(=O)c1ccc(-n2cnc(C)n2)nc1	-7%[10 µM]	-12%	1%	5%	7%	-1%	34%	0%	8%	?	3%
COc1ccc([N+](=O)[O-])cc1N(CC(=O)N1CCN(Cc2ccccc2)CC1)S(C)(=O)=O	15%	-1%	-9%	0%	-4%	0%	-14%	2%	0%	1%	.
Cc1nnc(SC(C)C(=O)Nc2ccc(S(=O)(=O)N3CCCCCC3)cc2)s1 (configuration not stated)	3%	15%	-5%	1%	.	0%	-25%	-2%	4%	2%	-6%
Cc1ccc(Sc2ncccc2COC(=O)NC(C)C)cc1	-18%	?	6%	?	2%	?	?	4%	18%	?	17%
CC(Oc1ccc(Cl)cc1Cl)C(=O)OCC(=O)c1c(N)n(C)c(=O)n(C)c1=O (configuration not stated)	.	.	.	-2%	-2%	0%	-24%	.	.	.	.
c1cc(SSc2ccncc2)ccn1	-14%	-25%	-10%	1%	13%	-1%	-10%	1%	-9%	?	2%
CCOC(=O)c1ccc(N2C(=O)CC(N3CCCC(C)C3)C2=O)cc1 (configuration not stated)	?	?	3%	10%	.	0%	6%	-7%	1%	1%	-4%
Cc1c(S(=O)(=O)N2CCN(C(=O)c3ccco3)CC2)c(=O)n(C)c(=O)n1C	2%	-22%	6%	2%	-9%	-3%	-13%	-3%	0%	4%	5%
CC(=O)c1cccc(N(CC(=O)NC2CCCCC2)C(=O)CNC(=O)c2cccs2)c1	1%	-31%	-1%	1%	2%	0%	-5%	-3%	4%	4%	-2%
